Mm-Cpn inhibitor: Inhibitors of TCP-1 ring complex (TRiC) of Methanococcus maripaludis (MmCpn): qHTS; Chaperonin Mm-Cpn (Methanococcus maripaludis); purified Mm-Cpn ATPase, ADP Transcreener TR-FRET; Potency, µM (doses to about 76.9 µM), for inactives: at the top dose activity, negative = inhibition, hits mostly inhibitors; 330,000 tested, 0.031% active; further: potency means the concentration at half of the fitted maximal effect; on the % scale 0 is the no-effect control and ±100 the full control effect; nearly all actives have a fitted effect of over 80% in size
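TR-FRET (320 nm excitation; 590 and 665 nm emission) reports ADP made from 10 uM ATP by 25 nM enzyme; compounds were preincubated 10 min, reaction run 30 min, both at 37°C.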
CCT chaperon mod: High-Throughput Screening for Modulators of Cytosolic Chaperonin Activity. purified chaperonin ATPase assay, HTRF ADP detection, 30 min. activity change, % (no concentration beside the values), hits read low. 360,000 tested, 0.3% active. AID 651819, 2012; in the data active means activity change below about -30%; further: on the % scale 0 is the no-effect control and ±100 the full control effect
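ATPase activity: ADP formed was measured by HTRF Transcreener (665/615 nm ratio) after 30 min at 37 deg C with 10 uM ATP. Compounds screened at one 76 uM concentration against 40 or 20 nM TRiC in Tris pH 7.4/KCl/MgCl2/DTT buffer.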
Akt phos inh: HTS Assay for Inhibitors of Akt Phophorylation: Primary Screen; Neuro2A IGF-stimulated pAkt S473 HTRF, 20 min; hits give low values; 360,000 tested, 0.32% active; activity change, % for hits at 50 µM; AID 651550, 2012; in the data active means activity change below about -80%; inconclusive means mostly about -51% to -80%; further: on the % scale 0 is the no-effect control and ±100 the full control effect
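Neuro2A cells (4,500/well, DMEM with 0.5% FBS) were treated with compound at a single 50 µM final concentration, stimulated with 6 nM IGF for 20 min at 37 °C, and lysed. Phospho-Akt Ser473 was read by HTRF as 665/615 ratio ×10^4.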
Nrf2 block: Nrf2 qHTS screen for inhibitors; Potency, µM (titrated, usually from 46 µM), for inactives: top-dose activity change, negative = inhibition, hits mostly inhibitors; A549 ARE-Fluc reporter, luciferase luminescence, 18-24 h; AID 504444, 2011; 360,000 tested, 2.1% active; further: potency means the concentration at half of the fitted maximal effect; on the % scale 0 is the no-effect control and ±100 the full control effect; nearly all actives have a fitted effect of over 60% in size
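Concentration-response testing used A549 ARE_Fluc cells at 5000 cells/well. Following an 18-24 h compound incubation, viability was read by fluorescence (Ex 405/Em 525) and luciferase output by luminescence.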
A549 viability: Nrf2 qHTS screen for inhibitors: counterscreen for cytotoxicity. A549 ARE-Fluc cells, CellTiter-Fluor viability, 18-24 h. Potency, µM (doses to about 46 µM), for inactives: top-dose activity change, negative = cytotoxicity, most hits filed as inhibitors. 390,000 tested, 0.16% active. AID 504648, 2011; further: potency means the concentration at half of the fitted maximal effect; on the % scale 0 is the no-effect control and ±100 the full control effect
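A549 ARE_Fluc cells in 5% FBS OPTI-MEM were exposed to compounds in concentration-response for 18-24 h at 37 deg C. Viability was read by CellTiter-Fluor fluorescence (Ex 405/Em 525) after 30 min, before the luciferase read.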
HepG2 viability: qHTS for Inhibitors of TGF-b: Cytotox Counterscreen; HepG2 CAGA-GFP viability, ATP luminescence, 18 h; Potency, µM (top dose mostly 46.1 µM), inactives show at the top dose activity change, negative = cytotoxicity, actives largely listed as cytotoxic; 410,000 tested, 0.76% active; further: potency means the concentration at half of the fitted maximal effect; some results filed as inactive show a strong effect at the top dose
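HepG2 CAGA-GFP cells (1000/well, DMEM with 1% FBS) received compound, then TGF-beta at 500 pg/mL final, and were incubated 18 hours at 37 degrees C. Viability was read by CellTiter-Glo luminescence. Media-only wells were set as complete cell-killing and DMSO as no toxicity.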
ATXN viability: Viability Counterscreen for Primary qHTS for Inhibitors of ATXN expression | AID 651635, 2014 | Potency, µM (top dose mostly 56.7 µM), actives largely listed as cytotoxic | S2 cells (HEK-293 line with an ATXN2-luciferase reporter) viability, CellTiter-Fluor protease fluorescence, 24 h | 400,000 tested, 0.49% active; further: potency means the concentration at half of the fitted maximal effect; nearly all actives have a fitted effect of over 40% in size
Nrf2 ARE act: qHTS of Nrf2 Activators; AREc32 ARE-luciferase reporter (MCF7-derived line), luminescence, 24 h; 410,000 tested, 0.31% active; Potency, µM (top dose mostly 46.1 µM), for inactives: top-dose activation, hits mostly activators; AID 624171, 2012; further: potency means the concentration at half of the fitted maximal effect; % of control where 0% means no effect; nearly all actives have a fitted effect of over 65% in size
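AREc32 cells carrying an ARE-driven firefly luciferase reporter were seeded at 1000 cells/well in OPTI-MEM with 5% FBS, then exposed to compound for 24 hr at 37 deg C. Luminescence was read with Steady-Glo after 30 min at RT.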
TGFb SMAD3 inh: qHTS for Inhibitors of TGF-b. 410,000 tested, 1.2% active. Potency, µM (titrated, usually from 46.1 µM), for the others: at the highest dose activity, negative = inhibition, usual class: inhibitors. HepG2 CAGA-GFP TGF-b/SMAD3 reporter, GFP fluorescence, 18 h; TGF-beta stimulated, 500 pg/mL final. AID 588855, 2011; further: potency means the concentration at half of the fitted maximal effect; on the % scale 0 is the no-effect control and ±100 the full control effect; nearly all actives have a fitted effect of over 65% in size
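Cell-based qHTS in HEPG2 carrying a CAGA-GFP Smad reporter; compounds added before 500 pg/mL final TGF-beta, 18 h incubation at 37 degrees C, GFP fluorescence quantified per cell by imaging cytometry.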
Active calls of the source: *; i = inactive; ? = inconclusive; . = no result given; [ ] = dose if it differs, or a comment. Unless noted, the call rests on the fitted dose curve; in most records, active means well fitted curve in the direction sought with a large enough effect; inconclusive means small, poorly fitted or top-dose-only effect, or another doubt; inactive means no such curve, though single readings can be large; an effect the other way counts as inactive or inconclusive.

Values run as follows: A549 viability	Mm-Cpn inhibitor	CCT chaperon mod	ATXN viability	Akt phos inh	Nrf2 ARE act	Nrf2 block	HepG2 viability	TGFb SMAD3 inh
CCCCOC(=O)CSc1nc2ccccc2o1
 : -2%	4%	-0.9	i	i	-0.6%	-1%	-9%	16%
COc1ccc(CCNC(=O)Cc2c(C)c3cc4c(C(C)(C)C)coc4c(C)c3oc2=O)cc1OC
 : -15%	.	.	.	.	-1.1%	?	-10%	-23%
O=C(CC1Oc2ccccc2NC1=O)NCc1ccc(F)cc1 (configuration not stated)
 : -2%	.	.	?	.	0.2%	8%	-14%	-27%
Cc1cc(C)cc(-n2ncc3c2CCCC3NC(=O)CCN2CCCC2=O)c1 (configuration not stated)
 : -1%	1%	0.4	i	i	0.8%	11%	-12%	11%
O=C(CN(Cc1ccccc1Cl)C(=O)c1ccc(CN2CCOCC2)o1)NCC1CCCO1 (configuration not stated)
 : -6%	-1%	-1.8	i	i	0.1%	12%	-2%	-3%
CC(Oc1cccc(Cl)c1)C(=O)Nc1ccccc1N1CCCCC1 (configuration not stated)
 : 12%	1%	-1.4	i	i	2.2%	8%	1%	?
COC(=O)[C@]12CCCCC=C1N(Cc1cccc3ccccc13)C(=O)[C@H](CC(=O)N1CCCC1)C2
 : .	.	-1.9	?	i	-3.3%	.	.	.
CC(=O)c1cccc(OCC(=O)OCC(=O)Nc2cc(S(=O)(=O)N3CCCCC3)ccc2C)c1
 : 5%	1%	-0.9	i	i	-0.1%	1%	9%	29%
C[C@@H]1CCCCO[C@@H](CN(C)S(=O)(=O)c2ccccc2)[C@@H](C)CN([C@H](C)CO)C(=O)c2cc(N(C)C)ccc2O1
 : .	.	0.1	i	i	3.3%	.	-9%	0%
CCCC1=C(C(=O)OCC)C(c2ccc(OC)c(CSc3ccccn3)c2)C(C#N)=C(N)O1 (configuration not stated)
 : 0%	-1%	-4.7	i	i	27%	-1%	4%	9%
O=C(NCC1CCN(Cc2ccccc2Cl)CC1)Nc1cccc(Cl)c1
 : 0%	?	0.3	i	i	2.2%	24%	-45%	-6%
CNc1ccccc1C(C)(C)c1cn(-c2ccc([N+](=O)[O-])cc2)nn1
 : 0%	0%	0.0	i	i	0.1%	11%	0%	-13%
CC(SCc1ccccc1)C(=O)N/N=C/c1ccc(OCC(=O)NCc2ccco2)cc1 (configuration not stated)
 : -6%	-3%	0.2	i	i	3.6%	?	1%	-6%
C=CCn1c(SCC(N)=O)nc2ccccc2c1=O
 : 3%	.	.	.	.	.	6%	-17%	-5%
COCCNC(=O)/C(C#N)=C/c1ccc(-c2ccc(S(=O)(=O)N3CCOCC3)cc2)o1
 : -1%	-1%	-1.2	i	i	2.0%	2%	2%	-18%
O=C(c1ccc(CSc2ccc(Cl)cc2)o1)N1CCOCC1
 : .	.	1.1	?	i	5.7%	.	-17%	0%
N#C/C(=C\c1ccc(N2CCCCC2)c([N+](=O)[O-])c1)c1nn(-c2ccccc2)c(N)c1C#N
 : -7%	1%	0.6	i	i	0.1%	0%	-50%	0%
COc1ccc(-c2cnnn2-c2ccc(NC(=O)c3ccco3)cc2)cc1OC
 : -3%	-2%	-8.1	i	i	-0.1%	-8%	2%	-10%
O=C1OCC/C1=C1/NCCNC1=O
 : .	.	0.4	i	i	-0.3%	.	3%	-3%
Cc1ccc(O)c(NC(=O)CCS(=O)(=O)c2nc(-c3ccc4c(c3)OCO4)cc(C(F)(F)F)n2)c1
 : 11%	.	.	.	.	22%	8%[9.27 µM]	-102%	?
Cc1c(NC(=O)CN2C(=O)NC3(CCC(C)CC3)C2=O)c(=O)n(-c2ccccc2)n1C (configuration not stated)
 : 3%	0%	-0.1	i	i	0.0%	0%	-1%	-8%
CCn1c(-c2csc(-c3ccc(Cl)cc3)n2)n[nH]c1=S
 : -1%	2%	-2.4	i	i	-0.3%	-4%	11%	17%
CN(C)S(=O)(=O)c1ccc(Cl)c(NC(=O)COC(=O)C2CSC3(C)CCC(=O)N23)c1 (configuration not stated)
 : -7%	0%	-1.4	i	i	-1.8%	1%	0%	1%
Cc1ccccc1NC(=O)c1nc(-c2ccncc2)no1
 : 2%	.	.	.	.	0.9%	16%	2%	0%
Cc1cc(C)nc(SCC(=O)Nc2cc(C)on2)n1
 : .	-1%	0.0	i	i	-0.6%	?	-20%	4%
CC1(C)Cc2c(c(-c3ccco3)nc3sc4c(NCCCO)ncnc4c23)CO1
 : 1%	-1%	-42*	i	i	2.7%	7%	24%	-5%
COc1ccccc1CSc1nc2ccccc2[nH]1
 : -1%	2%	-2.8	i	i	10%	?	-24%	1%
CCOC(=O)N1CCN(S(=O)(=O)c2ccc(OC)c(Br)c2)CC1
 : -2%	-2%	-0.7	i	i	0.7%	-10%	-21%	?
CCN(CC)C(=O)C1CCCN(C(=O)Nc2ccccc2)C1 (configuration not stated)
 : 2%	2%	0.1	i	i	-1.0%	.	-7%	0%
COc1ccc(N/C=C/C(=O)c2cc(OC)c(OC)c(OC)c2)cc1
 : -10%	0%	0.3	i	i	2.8%	13%	-6%	?
COc1ccc(C)cc1NC(=O)c1ccc(N(C)S(C)(=O)=O)cc1
 : 6%	-8%	-1.3	i	i	0.8%	6%	-27%	22%
CCc1ccccc1N1C(=O)C2CC(C)=C(C)CC2C1=O (configuration not stated)
 : -10%	-2%	2.5	i	i	-0.6%	-1%	2%	-20%
Cc1ccc(S(=O)(=O)CCSc2cccc(C(=O)Nc3ccccc3C(=O)O)c2)cc1
 : -11%	3%	-3.2	i	i	0.3%	?	-26%	-4%
CC(=O)c1ccc(NC2=C(N3CCOCC3)C(=O)c3ccccc3C2=O)cc1
 : ?	-6%	-6.5	?	i	-1.1%	?	-82%	?
O=C(Nc1cccc(C(F)(F)F)c1)C1CCN(c2nnc(-n3cccc3)s2)CC1
 : -9%	.	.	i	.	5.2%	.	-6%	?
S=C(c1c[nH]c2ccc(Br)cc12)N1CCOCC1
 : 1%	0%	-2.6	i	i	0.4%	-8%	-6%	-22%
O=C(OCC(=O)N1CCCCC1)c1n[nH]c(=O)c2ccccc12
 : 2%	4%	-1.7	i	i	-0.6%	6%	14%	9%
COc1ccc(NC(=O)C2CCN(S(=O)(=O)c3ccc(OC)c(OC)c3)CC2)c(OC)c1
 : -2%	-1%	-0.6	i	i	0.1%	-12%	-6%	14%
O=C(Cn1cccc1C(=O)c1ccccc1)NCCc1ccccc1
 : 2%	2%	-1.7	i	i	-0.2%	-16%	-7%	2%
COc1ccc(-c2cnc3c(NC=O)cc(-c4ccccc4)cn23)cc1OC
 : .	.	-0.8	?	i	13%	.	-30%	-22%

3 entries already listed, arranged by the value under CCT chaperon mod, falling.
structure | Mm-Cpn inhibitor | CCT chaperon mod | Akt phos inh | TGFb SMAD3 inh
Cc1cc(C)nc(SCC(=O)Nc2cc(C)on2)n1 | -1% | 0.0 | i | 4%
O=C(Cn1cccc1C(=O)c1ccccc1)NCCc1ccccc1 | 2% | -1.7 | i | 2%
S=C(c1c[nH]c2ccc(Br)cc12)N1CCOCC1 | 0% | -2.6 | i | -22%

Next structures follow.
Values run as follows: A549 viability	Mm-Cpn inhibitor	CCT chaperon mod	ATXN viability	Akt phos inh	Nrf2 ARE act	Nrf2 block	HepG2 viability	TGFb SMAD3 inh
Cc1ccccc1CN1C(=O)c2ccccc2Sc2ccc(C(=O)N3CCOCC3)cc21
 : 3%	.	.	.	.	4.1%	.	-28%	?
COc1cc2[nH]c(C(=O)N(C)C3CCS(=O)(=O)C3)cc2c(OC)c1OC (configuration not stated)
 : -4%	1%	-1.0	i	i	2.4%	-3%	-3%	-11%
O=C(Nc1ccccc1-c1ccccc1)C1CCCC1
 : 1%	1%	1.4	?	i	-1.1%	10%	1%	-15%
CCc1ccccc1N(C)C(=O)c1cn(-c2cccc(OC)c2)c(=O)c2ccccc12
 : -3%	.	.	.	.	-0.2%	-9%	-18%	-19%
COc1cc(/C=C/C(=O)O)cc(S(=O)(=O)Nc2ccc3c(c2)CCC3)c1OC
 : 1%	-9%	-3.5	i	i	-0.8%	4%	-27%	-1%
Cn1c(=O)c2[nH]c(CCc3ccncc3)nc2n(C)c1=O
 : 0%	.	0.7	i	i	2.5%	-2%	-17%	0%
C[C@H](Nc1ccc(C(F)(F)F)cc1[N+](=O)[O-])C(=O)O
 : -1%	1%	0.7	i	i	-0.3%	-5%	16%	13%
O=C(COC(=O)c1cc[n+]([O-])cc1)Nc1ccc(Br)cc1
 : 3%	0%	-0.5	i	i	-1.0%	5%	-4%	4%
COC(=O)CCc1c(C)c(C(=O)c2cccc(OC)c2OC)c2ccccn12
 : -17%	0%	-1.0	i	i	0.2%	-16%	-31%	-2%
O=C(Oc1csc(=S)n1C(=O)c1ccccc1)c1ccccc1
 : ?	-3%	-1.9	i	i	0.2%	-17%	-14%	-1%
N#Cc1ccc(C(=O)OCC(=O)N2CCCCCC2)cc1
 : 11%	-6%	-1.2	i	i	0.2%	-10%	-1%	0%
CCN1CCN(CCCNC(=O)c2cnn(-c3ccccc3)c2C2CCN(C(=O)OC(C)(C)C)CC2)CC1
 : 3%	.	.	.	.	-0.4%	-1%	-18%	-20%
O=C(Nc1ccc2ccccc2n1)Nc1cccs1
 : 1%	0%	-0.5	i	i	3.0%	-11%	-29%	0%
CCOC(=O)C1=C(CSc2nc(-c3ccccc3)ccc2C#N)OC(N)=C(C#N)C1c1ccccc1 (configuration not stated)
 : 1%	?	-2.1	i	i	19%	.	2%	?
CCCOc1ccc(OCCSc2nnc(N)s2)cc1
 : -6%	-1%	-3.7	i	i	3.5%	.	-5%	7%

Screening results: PubChem, National Center for Advancing Translational Sciences (NCATS)
